# Compound activity: PubChem, Broad Institute
# XiGFP reactiv – X-chromosome reactivation activator | 0.055% of 360,000 active | XiGFP mouse fibroblasts, % GFP-positive cells imaging, 3 d; cells co-treated with 5-aza-dC sensitizer; scaled so ellipticine positive control = 100% | activation, % at 7.58 µM;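 active = mean normalized replicate activation at least 10% and every replicate at or above 10%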;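 note: 0% = median of on-plate neutral control wells and 100% = ellipticine 6 µM median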
#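 System: 68-5-11 XiGFP fibroblast line | Buffer or medium: DMEM containing 5-aza-dC | Compound: Single point | Times: Compounds 3 days, fix/stain 15 min at room temperature | Benchmarks: Positive control ellipticine, 6 µM final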
# SIRT5 block – inhibitors of human sirtuin-5 desuccinylase; Q9NXA8; Purified SirT5, succinyl-peptide AMC, trypsin-coupled fluorescence; inhibition, % at 15 µM; 1.1% of 330,000 active; in the data active = inhibition above about 15%
# Target sequence (Q9NXA8 whole entry, looked up): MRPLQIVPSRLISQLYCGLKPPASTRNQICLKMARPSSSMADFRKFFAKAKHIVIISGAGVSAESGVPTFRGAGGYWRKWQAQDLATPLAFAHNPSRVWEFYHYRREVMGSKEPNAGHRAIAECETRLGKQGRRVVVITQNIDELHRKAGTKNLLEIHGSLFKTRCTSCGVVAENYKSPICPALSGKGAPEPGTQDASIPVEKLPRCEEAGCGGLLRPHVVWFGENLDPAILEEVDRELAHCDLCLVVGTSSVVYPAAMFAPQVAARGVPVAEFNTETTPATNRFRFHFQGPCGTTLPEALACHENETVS
# PGC1a acetyl inh – PGC1a acetylation modulation, inhibitor mode | inhibition, % at 15.6 µM | 0.17% of 350,000 active | U2OS PGC1a acetylation, AlphaScreen anti-acetyl-lysine; with virally co-expressed GCN5 acetyltransferase | AID 651687;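 active = every replicate shows inhibition of at least 40%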;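 note: 0% = neutral control wells and 100% = positive control wells; some results beyond the cut were filed as inactive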
# Statin myotox sup – protects C2C12 myotubes from simvastatin toxicity; AID 602340; 0.78% of 330,000 active; rescue of ATP level, % at 7.49 µM; ATP luminescence, 48 h; scaled: DMSO 0, geranylgeraniol control 100;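 active = mean ATP rescue above about 67%, or every replicate alone reaching that limit, limit read from the data, passing the limit was not always enough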;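 note: myotubes were challenged with 10 µM simvastatin during compound exposure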
# Cneo AK release – causes C. neoformans cell lysis; 0.2% of 360,000 active; adenylate kinase release luminescence, 4 h; normalised: neutral wells 0, clomiphene wells 100; lysis activity, % at 15 µM;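 active = mean lysis activity across replicates of at least 80%, whatever share of replicates individually reach that level; inactive = mean lysis activity below 80%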
#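 Material: C. neoformans cells | Amount: Yeast cell density of 5 × 10^6 cells/mL | Medium: Fresh YPD growth medium | Dosing: Single dose | Times: Static 4 h at 37 °C with compound, 1 h detection | Detection: AK luminescence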
# ERAP1 HTS inh – blocks human ERAP1 aminopeptidase activity. Q9NZ08. recombinant ERAP1, Leu-AMC fluorescence, 60 min. inhibition, % at 10.7 µM. 0.15% of 340,000 active;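 active = mean replicate inhibition of at least 30%, or all replicates individually reaching that 30% level; inactive = mean below 30% and not every replicate reaching it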;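 note: 0% = neutral control wells and 100% = L-leucinethiol positive control wells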
# LGR2 inh – inhibitors of bursicon-induced Drosophila LGR2 receptor cAMP signaling; HEK293 LGR2, CRE-luciferase, bursicon-stimulated, 4 h; inhibition, % at 9.99 µM; 0.35% of 380,000 active; AID 720647;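 active = drop in luminescence signal, shown as inhibition above about 50% in the replicate tests, limit read from the data, passing the limit was not always enough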;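 note: agonist challenge used bursicon conditioned medium at about half maximal strength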
# S100A4 MyoIIA – S100A4-myosin IIA interaction inhibition | 0.14% of 360,000 active | inhibition, % at 10.7 µM | S100A4/TAMRA-MyoIIA peptide fluorescence polarization | P26447;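 active = mean inhibition of at least 70% across replicates, with every replicate also reaching that level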
# Target sequence (P26447 whole entry, looked up): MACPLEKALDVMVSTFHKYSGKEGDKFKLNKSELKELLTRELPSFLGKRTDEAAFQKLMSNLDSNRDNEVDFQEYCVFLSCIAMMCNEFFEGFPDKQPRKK
#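 Assay system: human S100A4 monomer with TAMRA-labelled myosin IIA peptide / Buffer or medium: Calcium-containing HEPES buffer, pH 7.2 / Reagent: TAMRA-labelled myosin IIA heavy-chain peptide probe, 5 nM / Compound: one dose per compound / Timing: polarization read 5 min after assay mix addition, stable 5–60 min / Benchmarks: neutral control DMSO, positive control TFP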
# Starred values were filed as active, the others as inactive; · = not tested or not shown.
mol,XiGFP reactiv,SIRT5 block,PGC1a acetyl inh,Statin myotox sup,Cneo AK release,ERAP1 HTS inh,LGR2 inh,S100A4 MyoIIA
O=c1[nH]c(-c2ccccc2)ncc1Oc1ccccc1,0.1,-5.8,0.7,-0.7,0.2,·,6.4,-0.9
CCOc1ccc(NC(=O)Cc2c(C(=O)O)n(C)c3ccccc23)cc1,0.2,2.8,6.7,-8.3,-3.4,-1.6,0.1,-10.2
CCN(C(=O)C1CCCN(c2nc(-c3ccc(OC)cc3)no2)C1)c1ccccc1F (configuration not stated),0.2,-4.8,-23.2,1.1,-1.7,-6.3,11.0,-5.2
C[C@H]1CN([C@@H](C)CO)C(=O)Cc2cc(NC(=O)Nc3cccc4ccccc34)ccc2O[C@@H]1CN(C)C(=O)Nc1ccc(C(F)(F)F)cc1,-1.1,0.5,-6.2,-3.8,-3.3,0.6,-17.0,-5.0
C[C@@H]1CN([C@H](C)CO)C(=O)c2cc(NC(=O)Nc3cccc4ccccc34)ccc2O[C@@H](C)CCCCO[C@H]1CN(C)Cc1ccc(C(=O)O)cc1,-1.0,-5.1,4.7,·,2.3,3.2,18.6,-4.6
Cc1cc(C)c2[nH]c(=O)c(CN(CC3CCCO3)C(=S)NCc3ccco3)cc2c1 (configuration not stated),0.0,-1.0,·,·,·,-4.4,10.6,-7.4
CCc1ccc(N2CC34C=CC(O3)C(C(=O)OC(C)C)C4C2=O)cc1 (configuration not stated),0.2,1.3,-3.3,-0.4,3.6,-5.0,8.1,-0.2
CC(=O)c1ccc(NC(=O)CC(NCCC2=CCCCC2)C(=O)O)cc1 (configuration not stated),-0.6,3.4,·,·,·,-0.4,-23.9,-3.9
CCC(=O)N1CCCCN2[C@H](CO)[C@@H](c3ccc(C#Cc4ccccc4F)cc3)[C@@H]2C1,0.0,1.2,-4.8,6.0,-0.7,6.2,29.9,-1.1
COc1ccc(Nc2cc(C(=O)NCCCOC(C)C)c3ccccc3n2)c(OC)c1,0.0,-3.5,-26.4,-8.4,-0.4,-0.2,-4.6,-9.7
O=C(CC12CC3CC(CC(Br)(C3)C1)C2)NCc1ccccc1,0.1,-2.1,-13.5,1.9,-0.9,3.6,-6.1,-1.7
CC(C)(C)N(NS(=O)(=O)c1ccc(F)cc1)c1ccccc1,0.0,-9.1,-9.3,26.3,3.1,2.6,-1.6,-3.2
CCNC(=O)Nc1cc(S(=O)(=O)N2CCOCC2)ccc1N1CCCCC1,0.1,·,2.7,2.5,1.9,-1.9,-0.2,4.3
CC1CCCN(C(=O)COC(=O)c2cc(Br)ccc2O)C1 (configuration not stated),0.1,-2.7,7.6,1.8,22.3,-3.4,4.3,2.1
CCCCCN(C(=O)CCC(=O)OCc1ccc(Cl)cc1Cl)c1c(N)n(CCCC)c(=O)[nH]c1=O,-0.1,-1.1,·,·,·,-3.8,12.1,-3.1
CC(OC(=O)c1oc2ccccc2c1COc1ccccc1)C(N)=O (configuration not stated),0.1,0.4,-8.0,·,·,-0.3,15.7,2.0
COCCSc1nnc(NC(=O)C2CC(=O)N(C3CCCC3)C2)s1 (configuration not stated),0.0,·,·,38.2,0.1,-6.6,-15.9,2.1
O=C(O)CSC(=S)N1CCCC1,-0.2,-3.9,0.5,·,-0.2,·,-5.2,-2.3
CCc1c(C)nc2[nH]nc(NC(=O)C(F)(F)F)n2c1=O,·,-1.6,-5.5,-8.6,-1.5,-0.4,-19.3,-11.9
CC(=O)Nc1ccc(NC(=O)CCn2cnnn2)cc1,-0.1,-2.1,·,·,·,1.9,14.0,0.4
N#C[C@@H]1[C@@H](c2ccc(C#Cc3ccccc3F)cc2)[C@@H](CO)N1C(=O)C1CC1,0.2,-0.9,-3.0,2.5,6.2,-2.6,8.4,12.4
O=C(Cc1ccccc1)N1CCN(S(=O)(=O)c2ccc([N+](=O)[O-])cc2)CC1,0.0,0.1,3.0,·,·,1.1,-3.5,-4.9
Cc1noc(C)c1S(=O)(=O)N(C)C[C@H]1Oc2ccc(NC(=O)Cn3cnnn3)cc2CC(=O)N([C@H](C)CO)C[C@H]1C,0.3,28.4*,0.2,6.9,2.6,0.6,-14.5,3.7
CCc1cc2c(=O)c(-c3nc4ccccc4n3C)coc2c(CN2CCOCC2)c1O,0.4,-5.2,·,·,·,-0.2,-15.6,-7.4
C[C@H]([C@H](O)c1ccccc1)N(C)C(=O)CN,0.1,21.3*,3.5,7.6,1.7,-1.5,6.6,13.7
CC(=O)Nc1ccc(NC2=Nc3ccccc3N3C2=Nc2c(c(C)nn2-c2ccccc2)C3c2ccccc2)cc1 (configuration not stated),·,-8.2,0.3,·,-1.9,2.6,1.7,0.7
O=C(C[C@@H]1CC[C@@H](NC(=O)c2ccc3c(c2)OCO3)[C@@H](CO)O1)NC1Cc2ccccc2C1,0.2,0.8,6.8,18.9,0.3,1.0,7.6,1.4
Nc1nnc(SCC(=O)Nc2cccc(S(=O)(=O)N3CCCCC3)c2)s1,-0.1,-2.1,·,2.2,-0.7,-0.8,3.7,-4.3
Cc1ccc(CNCC(=O)Nc2cccc(S(=O)(=O)NC3=NCCCCC3)c2)cc1,0.0,-7.0,·,·,·,-3.2,19.3,-6.6
COC(=O)C[C@@H]1C[C@H]2c3cc(NC(=O)CN(C)C)ccc3O[C@H]2[C@H](CO)O1,0.2,2.7,-12.3,2.6,-2.8,1.6,-2.8,12.1

# 4 compounds picked at random from those above, as already listed:
mol,XiGFP reactiv,SIRT5 block,PGC1a acetyl inh,Statin myotox sup,Cneo AK release,ERAP1 HTS inh,LGR2 inh,S100A4 MyoIIA
CCc1c(C)nc2[nH]nc(NC(=O)C(F)(F)F)n2c1=O,·,-1.6,-5.5,-8.6,-1.5,-0.4,-19.3,-11.9
O=C(O)CSC(=S)N1CCCC1,-0.2,-3.9,0.5,·,-0.2,·,-5.2,-2.3
CC1CCCN(C(=O)COC(=O)c2cc(Br)ccc2O)C1 (configuration not stated),0.1,-2.7,7.6,1.8,22.3,-3.4,4.3,2.1
O=C(CC12CC3CC(CC(Br)(C3)C1)C2)NCc1ccccc1,0.1,-2.1,-13.5,1.9,-0.9,3.6,-6.1,-1.7

# Additional entries:
mol,XiGFP reactiv,SIRT5 block,PGC1a acetyl inh,Statin myotox sup,Cneo AK release,ERAP1 HTS inh,LGR2 inh,S100A4 MyoIIA
CCCOc1ccc(/C(O)=C2/C(=O)C(=O)N(CCCn3ccnc3)C2c2cccs2)cc1 (configuration not stated),0.3,-3.1,·,·,·,0.7,-3.2,-0.1
CCC(=O)Nc1ccc2c(c1)OC[C@@H](C)N(C(=O)c1cnccn1)C[C@@H](C)[C@@H](OC)CN(C)C2=O,0.0,-0.3,9.8,-6.2,-2.5,-2.6,-1.7,6.7
N#C[C@@H]1[C@H](c2ccccc2C2=CCCC2)[C@H](CO)N1C(=O)NC1CCCC1,0.2,3.8,-12.8,·,·,0.5,13.2,-20.7
CN(CC1CCCN(CCc2ccc(Cl)cc2)C1)C(=O)CC(F)(F)F (configuration not stated),0.0,-2.5,·,-20.8,-0.1,-2.9,-4.6,-7.7
C[C@@H]1CN([C@@H](C)CO)C(=O)c2cccc(NC(=O)c3ccncc3)c2O[C@@H]1CN(C)C(=O)NC1CCCCC1,-0.5,-0.2,-1.1,36.7,2.9,3.8,-0.7,-0.9
CN1C(=O)NC(c2ccccc2Cl)C2=C1CC(C)(C)CC2=O (configuration not stated),0.2,-1.0,·,7.3,-0.8,2.3,-3.5,-3.6
C[C@H](CO)N1C[C@H](C)[C@@H](CN(C)C(=O)C2CC2)Oc2cc(C#Cc3cccnc3)ccc2S1(=O)=O,-0.2,-3.6,22.3,-8.1,-2.4,-1.4,-13.0,-46.9
Cn1nnnc1Sc1ncnc2scc(-c3cccc(Br)c3)c12,-0.1,-1.7,18.4,-61.4,-0.1,0.9,4.3,-0.5
CC(C)(C)NC(=O)Nc1ccc(F)c(Cl)c1,0.0,-6.0,·,·,·,9.1,14.3,-3.6
CC(C)Oc1cccc(C(=O)C2CCCN(Cc3ccc(Oc4ncccn4)cc3)C2)c1 (configuration not stated),0.0,-0.8,-1.1,·,·,0.6,-15.3,3.7
Cc1cccc(NC(=O)c2nc[nH]c2C(=O)N[C@@H](C)CO)c1,-0.1,·,·,-7.0,-0.1,3.2,-18.2,4.9
O=C(N=NC(=O)c1ccc2c(O)n(CC3CCCO3)c(O)c2c1)c1cccnc1 (configuration not stated),-0.1,2.4,23.1,·,·,·,-3.0,-0.7
COC(=O)c1c(C)cc(C)c2c1CC(C)(C)C2=O,0.1,0.0,-8.8,-5.9,·,21.1,-2.4,-2.9
COc1ccc2oc(=O)c(-c3nnc(N)s3)cc2c1,0.0,-0.8,5.8,·,·,-16.1,-55.2,0.1
CCN1CCCC1CNC(=O)C(=O)NC(C)c1ccccc1 (configuration not stated),0.3,-1.0,-8.6,6.5,-0.2,11.9,-19.6,-0.9
COc1ccc(Cn2nnnc2CN2CCOCC2)cc1,·,-2.0,2.3,11.3,0.2,0.2,21.3,-0.6
COc1cc(C(=O)OC(C)CN2C(C)CCCC2C)cc(OC)c1OC (configuration not stated),0.3,-3.1,7.3,5.9,6.4,-2.9,-1.3,-0.5
COCCNC(=O)CCCn1c(=O)c2cc(OC)c(OC)cc2n(CC(=O)c2ccccc2)c1=O,·,-1.6,-11.2,-3.5,-5.5,·,-2.9,-3.4
COc1ccccc1CNC(=O)c1cc(C(C)C)nc2ccccc12,0.0,-7.1,-12.4,3.3,2.6,-1.1,1.1,-22.7
Cc1[nH]c2ccccc2c1-c1csc(NC(=O)CSCC(=O)O)n1,-0.2,-4.1,-5.3,12.7,·,·,7.3,64.6
CCS(=O)(=O)N1CCCCN2[C@H](CO)[C@@H](c3ccc(-c4ccccc4C)cc3)[C@H]2C1,0.0,1.0,-7.4,·,0.4,0.5,-3.0,-16.8
COc1ccc(-c2nc3cc(C)c(Br)c(C)n3c2CC(C)(C)C)cc1OC,0.2,-4.2,-11.1,-7.7,1.8,·,-40.7,-2.6
C/C=C/c1ccc([C@@H]2[C@@H](CNC(=O)c3ccncc3)N(C(C)=O)[C@H]2CO)cc1,0.2,·,-3.2,-9.8,-1.4,·,6.9,·
COc1ccc(S(=O)(=O)N(C)C[C@@H]2OCCCC[C@@H](C)Oc3ccc(NC(=O)Nc4ccccc4)cc3C(=O)N([C@@H](C)CO)C[C@H]2C)cc1,0.0,·,-25.7,·,53.1,·,7.1,·
Cc1cc(O)c(Sc2ccccc2)c(=O)o1,-0.1,-1.4,·,·,-3.5,·,-1.0,4.1
COc1cccc(/C=C2\SC(=S)N(CCC(=O)Nc3ccc(O)cc3)C2=O)c1,0.0,1.7,6.4,1.4,-2.8,0.0,·,-0.4
Cc1ccc(Sc2ncccc2C(N)=O)cc1,0.4,0.3,3.3,·,·,-0.8,-0.7,4.7
COCCCn1c(=O)c2ccccc2n(CC(=O)NC2CCCCC2)c1=O,-0.1,-4.0,·,-1.6,2.5,-0.9,-6.6,0.8
COc1ccc(C(C#N)N2N=C(C)CC2c2ccccc2)cc1OC (configuration not stated),0.0,-3.1,-27.1,5.8,0.6,4.0,-17.8,-2.8

# The list is partial; the hit share may differ from the screen's.
